High-throughput results as filed in PubChem BioAssay.
Fam108B counter – Fam108B inhibition, counter-screen for RBBP9 inhibitors; recombinant Fam108B, FP-Rh probe fluorescence polarization; inhibition, % at 9.51 µM; 300,000 compounds, 0.33% hits; AID 1947;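 active means inhibition above the screen mean inhibition plus 3 SD, computed separately per campaign, cut at about 18% in these data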;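 further: inhibitors lower polarization as less probe binds the enzyme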
PME-1 inh – PME-1 (human) inhibition; Q9Y570; recombinant PME-1, FP-Rh probe fluorescence polarization; inhibition, % at 5.9 µM; 320,000 compounds, 0.53% hits;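 active means inhibition above the campaign mean of all compounds plus 3 SD, cut at about 26% in these data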;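 further: competitive labeling of PME-1 active site by serine hydrolase directed probe; 0% = PME-1 with DMSO and 100% = wells lacking PME-1 enzyme; inhibitors block probe labeling so polarization falls and inhibition rises; many of its hits are not listed in these tables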
VLA-4 inh – inhibition in a human VLA-4 binding assay. P13612. VLA-4 expressing cells, ligand binding flow cytometry. inhibition, % (about 7 µM as worked out from the volumes in the protocol). 330,000 compounds, 0.2% hits. AID 2557; in the data active means inhibition above about 50%
GLD-1 TGE inh – GLD-1-TGE RNA interaction inhibition (C. elegans); inhibition, % at 5.96 µM; purified GLD-1 + fluorescein TGE RNA, fluorescence polarization; 320,000 compounds, 0.44% hits; AID 2280;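 active means percent inhibition above a per-plate cutoff, the plate mean of test compounds plus 3 SD, cut at about 30% in these data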;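 further: 0% = DMSO wells with GLD-1 and probe and 100% = wells lacking GLD-1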
Efflux pump mplx – antifungal efflux pump inhibition, Nile Red retention | 330,000 compounds, 0.44% hits | S. cerevisiae Candida pump triplex | inhibition, % at 10 µM | AID 485275;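 active means plate passing quality check with inhibition over a set limit, or well fluorescence over plate mean plus 4 SD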;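 further: Nile Red retained in pooled yeast measured as flow cytometry median fluorescence; 0% = buffer negative control and 100% = Enniatin B positive control; higher means more Nile Red kept so more efflux inhibition; some compounds called inactive have numbers as strong as hits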
BCLXL inh – inhibitors of human Bcl-xL. GST-Bcl-xL / FITC-Bim BH3 peptide fluorescence polarization. inhibition, % at 10.9 µM. 320,000 compounds, 0.7% hits;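 active means inhibition above the mean of all tested compounds plus 3 SD, cutoff set per campaign, cut at about 30% in these data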;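 further: 0% = DMSO wells and 100% = unlabeled Bim-BH3 peptide competitor; inhibitors lower millipolarization by displacing the labeled peptide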
Target sequence (Q07817 whole entry, looked up): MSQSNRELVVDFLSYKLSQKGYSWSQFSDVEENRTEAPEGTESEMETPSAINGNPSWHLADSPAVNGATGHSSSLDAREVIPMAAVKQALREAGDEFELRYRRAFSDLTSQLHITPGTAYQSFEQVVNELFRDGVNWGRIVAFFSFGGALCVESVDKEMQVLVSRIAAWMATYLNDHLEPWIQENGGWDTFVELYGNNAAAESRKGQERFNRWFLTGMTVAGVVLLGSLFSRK
MEX-5 binding – C. elegans MEX-5 TCR-2 RNA binding activity; activity score (negative = inhibition of binding), % at 10 µM; AID 1832; Q9XUB2; MEX-5/FITC-TCR2 RNA binding, fluorescence polarization; hits give low values; 300,000 compounds, 0.38% hits;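 active means inhibition past about -25% in most replicates, and total fluorescence under double the plate's negative control median, limit read from the data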;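 further: 0% = DMSO and -100% = 5 µM competing unlabeled TCR2 RNA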
Target sequence (Q9XUB2 whole entry, looked up): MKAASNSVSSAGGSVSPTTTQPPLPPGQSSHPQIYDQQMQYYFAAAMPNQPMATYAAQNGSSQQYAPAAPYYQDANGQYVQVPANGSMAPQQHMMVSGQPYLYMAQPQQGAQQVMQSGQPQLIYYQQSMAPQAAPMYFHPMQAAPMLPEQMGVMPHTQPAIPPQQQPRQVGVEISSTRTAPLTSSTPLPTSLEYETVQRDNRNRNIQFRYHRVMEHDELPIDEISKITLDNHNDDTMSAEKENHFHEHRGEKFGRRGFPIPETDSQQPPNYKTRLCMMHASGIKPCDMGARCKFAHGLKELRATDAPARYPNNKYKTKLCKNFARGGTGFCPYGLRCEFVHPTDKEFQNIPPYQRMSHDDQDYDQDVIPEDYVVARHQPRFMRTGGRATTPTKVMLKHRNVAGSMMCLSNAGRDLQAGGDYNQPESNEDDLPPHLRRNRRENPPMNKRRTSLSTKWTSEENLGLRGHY
MCL1-BIM inh – inhibitors of human MCL1 binding to BIM-BH3 peptide | Q07820 | GST-MCL1 / FITC-Bim-BH3 fluorescence polarization | inhibition, % at 10.9 µM | 320,000 compounds, 0.68% hits | AID 2057;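 active means inhibition above the mean inhibition of all tested compounds plus 3 SD, set per campaign, cut at about 40% in these data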;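 further: 0% = DMSO wells and 100% = unlabeled Bim-BH3 peptide control; higher means more loss of mP so more displacement of Bim peptide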
GRK2 aptamer HTS – human GRK2 inhibition via aptamer displacement. AID 488847. P25098. inhibition of aptamer binding, % at 10 µM. 330,000 compounds, 0.59% hits. bead flow cytometry, FAM-aptamer displacement from GRK2;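 active means inhibition of aptamer binding above 40%, roughly 3 SD of noise, on plates passing a quality check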;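 further: median bead fluorescence of bound FAM aptamer so fluorescent compounds give negative values; no value below 0 was filed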
Active calls of the source: *; / = no result given. Some of the compounds tested. The share of hits here may be higher or lower than overall.

SMILES	Fam108B counter	PME-1 inh	VLA-4 inh	GLD-1 TGE inh	Efflux pump mplx	BCLXL inh	MEX-5 binding	MCL1-BIM inh	GRK2 aptamer HTS
CC(C)[C@H](NC(=O)OC(C)(C)C)C(=O)NCC1CCC(C(=O)N[C@@H](Cc2ccccc2)C(=O)O)CC1 (stereo not given in full)	3.1	4.3	1.9	2.9	-0.2	3.5	-0.3	0.9	2.0
Cc1ccc(CNC(=O)COC(=O)CN2C(=O)C3CC=CCC3C2=O)cc1 (stereo not given)	/	/	7.2	5.0	0.1	/	/	/	2.0
CCOC(=O)c1cc(-c2ccc(C)cc2)n(CCC(=O)NC(C)CC)c1C (stereo not given)	-3.0	5.6	18.2	-0.1	0.4	-2.2	1.6	3.6	0.0
CCOC(=O)CNC(=S)NN(C)C	1.7	1.2	21.0	3.2	0.0	1.8	1.5	-0.5	2.0
COc1ccc(CCNC(=O)CSc2nc(C)nc3sccc23)cc1OC	-1.1	-8.0	-15.7	3.2	0.3	3.8	-0.6	-1.3	1.0
COc1ccc(C(=O)O)cc1S(=O)(=O)NCc1ccncc1	/	/	0.0	7.2	0.1	/	/	/	3.0
O=C(CCNC(=O)Cn1ccc2ccccc2c1=O)NCCCN1CCN(c2ccc(F)cc2)CC1	4.2	-1.6	12.8	5.9	-0.1	5.0	1.0	0.9	0.0
COc1ccccc1N1CCN(c2nc3c(C)cccn3c(=O)c2C=O)CC1	-1.9	5.8	-4.6	0.1	0.1	1.4	0.1	3.7	4.0
CCC(c1nnnn1Cc1ccc(OC)cc1)N(CCCO)Cc1cc2cc3c(cc2[nH]c1=O)OCO3 (stereo not given)	1.5	6.4	-7.0	22.1	-0.1	27.2	-2.1	21.4	0.0
Fc1ccc(Nc2nc(Oc3ccc4c(c3)OCO4)nc(N3CCOCC3)n2)c(F)c1	-3.2	-6.2	16.5	1.5	0.3	-2.0	0.9	-2.8	5.0
COc1ccc(/C=C/C(=O)OCc2cccc([N+](=O)[O-])c2)cc1	-4.0	-2.6	6.3	0.9	0.1	-1.9	1.6	0.9	2.0
O=C(CCn1c(=O)oc2ccccc21)Nc1nc2ccccc2s1	7.4	-8.0	11.5	1.5	0.3	-6.0	1.1	-4.3	0.0
CC(C)OC(=O)COc1ccc(-c2ccccc2)cc1	-3.8	-3.5	-2.0	0.8	0.0	1.1	0.9	-2.0	0.0
O=C(CNC(=O)c1sc2ccccc2c1Cl)NC1CC1	-0.9	0.9	2.9	3.6	-0.5	3.2	-0.2	9.2	2.0
CC1(C)C2CC[C@]1(C)C(=O)N(CCCCN1CCN(c3ccccn3)CC1)C2=O	-1.4	0.3	2.7	-3.5	0.3	4.1	4.2	2.9	0.0
O=C(NCC1CCCO1)c1cc(S(=O)(=O)N2CCCC2)c(Cl)cc1Cl (stereo not given)	-0.1	0.5	6.5	6.1	-0.1	-1.1	-1.4	-3.0	0.0
CC(=O)N1CCN(C(=O)c2ccco2)CC1	1.7	-2.8	11.0	0.1	0.1	1.6	-1.0	-4.8	1.0
O=C(CSc1nnc(Cc2ccccc2)n1-c1ccc(F)cc1)N1CCOCC1	0.0	-3.4	20.5	8.0	0.1	3.0	0.1	1.6	0.0
O=C(NCCC1CCCCN1S(=O)(=O)c1ccccc1)C(=O)Nc1ccc(F)cc1 (stereo not given)	3.1	-2.1	5.9	-1.5	0.1	8.7	0.3	-2.1	1.0
COc1ccc(C)cc1NC(=O)CSc1ccc(-c2ccccn2)nn1	0.3	-1.7	9.0	0.4	0.2	6.2	-4.0	1.2	0.0
CC1CCN(CC(=O)Nc2ccc(N3CCCCCC3)cc2)CC1	3.1	-1.7	-3.8	2.7	0.1	7.3	-3.1	4.1	0.0
CC(C)n1nnc(-c2ccc(OCc3ccccc3F)cc2)n1	-0.8	1.6	-1.1	-0.1	0.0	-4.0	1.7	-1.5	0.0
COCC1CCN(C(=O)c2ccc3oc(Cc4ccccc4)nc3c2)C1 (stereo not given)	2.5	6.2	11.6	5.1	-0.1	0.6	-0.7	7.1	1.0
COc1ccccc1NS(=O)(=O)c1cc(NC(=O)Cc2n[nH]c(=O)c3ccccc23)ccc1Cl	/	/	-1.6	6.8	0.1	/	/	/	0.0
CCC(C(=O)OC)n1cnc2scc(-c3ccc(C)c(C)c3)c2c1=O (stereo not given)	1.4	-2.1	7.9	3.3	0.0	7.0	-0.1	13.0	0.0
CN(c1ccc(C(=O)NCC2CCCO2)cc1)S(=O)(=O)c1ccccc1 (stereo not given)	-1.4	0.6	-4.1	-1.4	0.0	0.9	0.4	4.4	1.0
CC(=O)Nc1cccc(C(=O)O)n1	-2.4	4.2	-5.5	-1.2	-0.1	1.5	-0.5	4.5	1.0
CCOCCCNC(=O)c1c[nH]c2ccc(C)cc2c1=O	3.0	4.5	3.2	-5.1	0.0	3.8	1.5	5.9	0.0
S=C(NC1CCCCC1)N1CCCCC1	1.3	0.8	10.2	2.8	0.4	-2.6	1.3	-0.1	2.0
Cc1ccc2cc(C#N)c(SCC(=O)N3CCCc4ccccc43)nc2c1C	-0.8	-3.2	12.8	4.0	0.3	1.8	0.8	2.0	0.0
CCOC(=O)C1=C(O)/C(=C/c2cc(OC)c(OC)c(OC)c2)SC1=Nc1ccc(OC)cc1	0.8	0.2	4.1	4.1	-0.2	4.5	2.1	2.1	0.0
CC#CCN(Cc1ccco1)C(=O)C1CCC(=O)N(Cc2ccccc2F)C1 (stereo not given)	3.8	5.1	2.4	5.1	-0.2	2.7	1.7	7.9	4.0
COc1ccc(C2c3c(C)nn(-c4ccccc4)c3NC(=O)N2c2ccccc2)cc1 (stereo not given)	2.7	-4.1	-21.7	10.7	0.0	0.5	-1.6	5.9	5.0
OC(COC(c1ccccc1)c1ccccc1)CN1CCOCC1 (stereo not given)	2.2	1.8	-2.4	4.2	0.1	0.8	-3.2	-3.0	0.0
N/C(=N\OC(=O)/C=C/c1ccccc1)c1ccncc1	-3.5	1.3	10.5	3.6	-0.1	4.7	-0.8	7.0	3.0
NC1=NC(=Nc2cccc(S(=O)(=O)N3CCOCC3)c2)c2ccccc21	0.8	0.7	9.0	-4.1	0.2	6.1	-0.4	5.5	0.0
CC(C)C(=O)Nc1c2c(nc3ccccc13)N(C)CC2	1.3	1.9	5.0	-3.9	-0.1	3.6	-2.2	1.8	1.0
CCOC(=O)c1ccc(COC(=O)c2ccc(-c3nnc(-c4ccccc4)o3)cc2)o1	-6.9	-12.5	18.6	-13.3	0.1	2.0	-1.3	1.7	6.0
CCC(C)Sc1cccc(-c2nc3ccc(Cl)cn3c2NCc2ccccc2)c1 (stereo not given)	0.9	-4.4	23.2	5.2	0.4	-1.1	2.3	3.2	2.0
O=C(Nc1cnn(Cc2ccc(F)cc2)c1)c1cc2nc(-c3ccco3)cc(C(F)(F)F)n2n1	-1.2	3.7	20.8	-7.5	0.1	2.4	-0.5	-4.3	1.0
C=CCn1c(COc2cccc3cccnc23)nnc1SCC(=O)OC	-1.4	4.9	7.2	-3.4	-0.1	0.4	0.0	-2.3	0.0
O=[N+]([O-])c1ccc(Cl)c(/C=N/N2CCN(Cc3ccccc3)CC2)c1	-1.3	-3.1	-0.8	3.8	0.0	2.0	0.1	0.4	2.0
N#Cc1c(NCc2ccccc2)ccnc1NCc1cccnc1	0.0	3.6	-1.0	5.6	0.0	0.2	1.3	10.2	0.0
O=C(Cn1c(CC(=O)N2CCOCC2)nc2ccccc21)Nc1ccc2c(c1)OC(F)(F)O2	-1.0	-2.9	5.2	6.2	-0.1	6.5	-0.8	8.4	0.0
COc1ccc(CCNS(=O)(=O)c2cnc(Cl)c(Br)c2)cc1OC	-1.2	-0.8	-0.2	2.4	-0.1	-3.4	2.4	-5.8	0.0
CCN1CCN(S(=O)(=O)c2ccc(Cl)c(C(=O)NCc3ccco3)c2)CC1	1.8	-1.7	5.3	-3.4	0.1	4.0	-0.9	5.7	0.0
CN(/C=C1/C(=O)CNC1=O)CCO	5.3	3.9	16.1	-2.8	-0.3	0.4	0.5	-0.9	3.0
CCCCOC(=O)c1ccc(NC(=O)C(=O)NCc2ccco2)cc1	0.4	-0.5	-1.3	-6.3	-0.1	6.4	1.3	4.0	0.0
O=C(O)c1ccc(/C=C2\SC(=S)N(NC(=O)c3ccccc3[N+](=O)[O-])C2=O)cc1	/	/	19.9	/	0.1	/	-4.5	/	47.0*
CCCP(=O)(CC(=O)O)c1ccccc1 (stereo not given)	4.7	1.7	0.5	6.4	0.0	7.4	1.1	6.2	2.0
Cc1cc(N2CCCCC2)nc(-c2ccc(Br)cc2)n1	-3.8	-0.5	6.1	1.7	0.0	2.7	-1.2	4.6	0.0
Cc1onc(-c2ccccc2Cl)c1C(=O)OCC(=O)c1c(N)n(C)c(=O)n(C)c1=O	-1.2	-2.9	21.9	4.6	0.1	5.4	0.2	11.9	2.0
O=S1(=O)C=CC(Nc2ccccc2)C1 (stereo not given)	-4.2	1.6	16.8	6.3	0.4	3.8	0.8	6.7	0.0
O=C(O)c1ccc(CNC(=O)c2ccc(C(F)(F)F)cc2)cc1	-0.3	-3.3	-4.6	0.9	-0.1	3.5	-0.8	6.4	0.0
CCOC(=O)CSc1n[nH]c(-c2cccnc2)n1	1.0	-5.3	-12.5	-1.4	0.1	-0.5	-0.9	-2.7	0.0
Oc1cccc(/C=N/n2c(C3CCCCC3)n[nH]c2=S)c1	1.1	0.7	-9.8	-2.6	-0.1	-6.8	-0.5	-24.1	1.0
Cc1cc(C(=O)N2CCCC(N3CCN(Cc4ccc5c(c4)OCO5)CC3)C2)n[nH]1 (stereo not given)	0.2	-5.5	17.6	1.0	-0.1	5.7	0.8	6.2	5.0
COc1cc(/C=C2\C(=N)N3N=C(S(C)(=O)=O)SC3=NC2=O)ccc1OCCOc1ccc(C)cc1	0.8	-25.3	-1.2	-5.8	0.1	4.2	-1.8	2.1	0.0
O=C(C1CC1)N1CCc2cc(Br)cc(S(=O)(=O)NCc3ccco3)c21	4.3	5.5	-4.5	-5.0	0.7	0.4	/	-3.9	0.0
CC1CCN(C(=O)c2ccc(N3C(=O)C4CCC(C)CC4C3=O)cc2)CC1 (stereo not given)	-0.4	-3.1	-1.5	-1.6	0.1	4.3	1.2	8.5	1.0
Cc1ccccc1-c1nnn(CC(=O)Nc2ccc3c(c2)OCO3)n1	1.4	-1.7	9.4	1.3	0.1	7.4	-0.7	5.4	4.0
Cc1cc(C(=O)OCC(=O)N2CC(C)OC(C)C2)c(C)n1-c1ccccc1 (stereo not given)	/	3.9	11.6	4.1	0.2	4.6	/	7.1	0.0
Cc1nnc(N/N=C/c2cccs2)[nH]c1=O	1.4	1.2	-7.3	-2.5	-0.1	1.2	-1.9	4.5	0.0
